NadD block – inhibitors of Staphylococcus aureus NadD | inhibition, % at 20 µM | purified NadD enzyme, colorimetric absorbance read-out | hit rate 0.78% among 360,000 | AID 602399; in the data active = inhibition above about 26%; also: some compounds past the cut are filed as inactive
SKN-1 inh – C. elegans SKN-1 inhibition; C. elegans VP596 Pgst-4::GFP/RFP ratio, acrylamide-induced, 24 h; inhibition, % at 21.8 µM; hit rate 0.49% among 360,000;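 active = interference check ratio from 0.5 to 1.5 plus GFP to RFP signal ratio inhibition reaching or exceeding a fixed threshold, cut at about 30% in these data, passing the limit was not always enough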; also: some compounds called inactive have numbers as strong as hits
DNMT1 inh – inhibitors of human DNMT1 | DNMT1 molecular beacon, Hinp1I cleavage, fluorescence | inhibition (reported as % activation of signal), % at 10 µM | P26358 | hit rate 0.83% among 360,000 | AID 588458; in the data active = inhibition above about 50%
NRP1-CendR mod – alters CendR peptide binding to human NRP-1; O14786; FAM-RPARPAR peptide binding to NRP-1, fluorescence polarization; inhibition, % at 25 µM; hit rate 0.85% among 360,000; AID 602438;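 active = inhibition or corrected inhibition above about 18%, plus a signal ratio from 0.5 to 1.5, limit read from the data, passing the limit was not always enough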; also: strong numbers were not always called active
Target sequence (O14786 whole entry, looked up): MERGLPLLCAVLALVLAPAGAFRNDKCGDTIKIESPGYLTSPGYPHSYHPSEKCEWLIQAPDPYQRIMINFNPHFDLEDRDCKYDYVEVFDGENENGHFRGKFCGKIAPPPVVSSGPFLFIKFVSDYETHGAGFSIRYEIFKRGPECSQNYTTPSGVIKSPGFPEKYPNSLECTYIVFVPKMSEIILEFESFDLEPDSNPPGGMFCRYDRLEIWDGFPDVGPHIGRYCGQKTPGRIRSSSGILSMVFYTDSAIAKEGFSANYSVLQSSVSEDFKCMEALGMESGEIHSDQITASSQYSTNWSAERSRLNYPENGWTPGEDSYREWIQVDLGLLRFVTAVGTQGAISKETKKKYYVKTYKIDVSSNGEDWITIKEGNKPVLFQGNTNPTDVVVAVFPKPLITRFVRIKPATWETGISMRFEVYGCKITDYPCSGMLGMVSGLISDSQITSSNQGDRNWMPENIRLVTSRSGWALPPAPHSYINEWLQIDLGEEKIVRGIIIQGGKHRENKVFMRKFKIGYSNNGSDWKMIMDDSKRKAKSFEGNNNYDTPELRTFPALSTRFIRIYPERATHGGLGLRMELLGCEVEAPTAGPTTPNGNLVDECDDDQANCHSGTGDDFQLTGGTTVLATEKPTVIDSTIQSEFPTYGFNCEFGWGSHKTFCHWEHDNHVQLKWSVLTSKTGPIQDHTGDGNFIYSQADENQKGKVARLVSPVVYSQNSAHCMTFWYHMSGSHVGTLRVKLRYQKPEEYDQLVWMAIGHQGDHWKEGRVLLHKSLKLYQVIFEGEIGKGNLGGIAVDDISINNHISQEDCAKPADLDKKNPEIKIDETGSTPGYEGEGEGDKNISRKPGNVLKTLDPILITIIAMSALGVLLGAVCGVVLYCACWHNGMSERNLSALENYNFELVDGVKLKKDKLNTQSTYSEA
Rpn11 inh – blocks the human proteasome subunit Rpn11. human 26S proteasome, Ub4-pepOG fluorescence polarization; 20S core pre-blocked with epoxomicin. AID 588493. calls only at 20 µM. hit rate 0.59% among 360,000. O00487;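 active = inhibition at 20 µM, scaled to each plate's controls, above about 33%, limit read from the data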
STEP inh – blocks human striatal-enriched tyrosine phosphatase | inhibition, % at 20 µM | hit rate 0.25% among 360,000 | P54829 | recombinant STEP, OMFP fluorogenic substrate, fluorescence;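 active = inhibition at 20 µM, scaled per plate between control wells, above about 37%, limit read from the data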;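 also: 0% = DMSO with enzyme and substrate and 100% = substrate only without enzyme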
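material = STEP tyrosine phosphatase | reagent = fluorogenic phosphatase substrate OMFP at 25 µM final | doses = single compound dose of 20 µM, 1% DMSO final | schedule = 20 min reaction, room temperature, in the dark | measured by = fluorescence, 480/540 nm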
MT1-MMP act inh – blocks activation of human MT1-MMP | HT1080 RFP-PRO-GFP cells, GFP/RFP ratio fluorescence, overnight; percent of plate control window, DMSO zero | GFP/RFP ratio change, % at 20 µM | hit rate 0.061% among 360,000 | AID 651647;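 active = GFP/RFP ratio change of at least 30% with cell ATP level not reduced by more than half and red fluorescence within 50% of control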; also: strong numbers were not always called active
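system = RFP-PRO-GFP reporter HT1080 cells | dosing = 20 µM single dose, 1% DMSO | timing = overnight cell settling, then overnight compound exposure, 37 °C, 5% CO2 | read-out basis = GFP/RFP fluorescence ratio | controls = DMSO and RFP-L50D-GFP cell wells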
LMPTP block – blocks human LMPTP phosphatase; P24666; recombinant LMPTP-A, OMFP fluorogenic substrate, fluorescence intensity; inhibition, % at 20 µM; hit rate 0.22% among 360,000;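 active = compounds that cut the enzyme signal by at least half of the control window in the single-dose screen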;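 also: plate controls were DMSO wells with enzyme plus substrate for no effect and substrate without enzyme for full effect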
Target sequence (P24666 whole entry, looked up): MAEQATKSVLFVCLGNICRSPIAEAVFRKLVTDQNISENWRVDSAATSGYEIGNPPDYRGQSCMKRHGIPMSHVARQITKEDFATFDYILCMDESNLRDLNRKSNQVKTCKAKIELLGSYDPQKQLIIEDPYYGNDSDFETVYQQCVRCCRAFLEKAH
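Test system: LMPTP-A phosphatase enzyme. Amount: LMPTP-A at 0.625 nM final in the reaction. Reagent: OMFP substrate, 400 µM final. Times: 50 min at room temperature. Signal: endpoint fluorescence intensity from OMFP dephosphorylation. Read-out basis: % inhibition. Benchmarks: no-enzyme and uninhibited controls.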
Scp-1 inhibitor – blocks human Scp-1 phosphatase activity. hit rate 0.88% among 340,000. AID 493091. Recombinant Scp1, phosphopeptide, malachite green phosphate absorbance. Q9GZU7. inhibition, % at 20 µM;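 active = inhibition above about 50% at 20 µM, limit read from the data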;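 also: plate controls were DMSO wells with enzyme for no effect and wells lacking enzyme for full effect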
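Test system: SCP-1 catalytic domain; Buffer or medium: Acidic Tris acetate buffer with magnesium and detergent; Also added: Phosphorylated 17-residue peptide substrate; Compound: single 20 µM dose, 1% DMSO; Schedule: enzyme reaction 45 min at room temperature, colour 5 min, stabilisation 30 min; Signal: Phosphate-binding colour reagent, absorbance read at 630 nm.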
SUMO1-SIM PPI – alters human SUMO1 binding to SIM partners. P63165. SUMO1 binding to a labelled peptide, TR-FRET, 1 h. inhibition, % at 20 µM. hit rate 0.33% among 360,000. AID 602429; in the data active = inhibition above about 37%
Numbers without * were called inactive; i = inactive; . = no result given; & = joins results of further samples.

NadD block | SKN-1 inh | DNMT1 inh | compound | NRP1-CendR mod | Rpn11 inh | STEP inh | MT1-MMP act inh | LMPTP block | Scp-1 inhibitor | SUMO1-SIM PPI
5 | -1 | 1 | CN1CCN(NC(=O)c2ccccc2F)CC1 | -3 | i | -2 | 4 | -1.9 | 0 | -4
-1 | 15 | 16 | COc1ccc(NC(=S)NCc2cccs2)c(OC)c1 | -2 | i | 1 | 0 | -2.8 | -3 | 2
-1 | 19 | 0 | CN(C)CCNC(=O)c1ccc2nc([C@@H]3O[C@H](CO)[C@H](O)[C@H](O)[C@H]3O)[nH]c2c1 | 11 | i | -1 | 1 | -4.8 | . | 3
-4&1 | -2&-11 | 0&-1 | CCOC(=O)c1ccc(N=c2sc(C(=O)OC)cc(=O)n2CCCN2CCOCC2)cc1 | 9&0 | i | -2&2 | 0&-4 | -1.6&-2.0 | -1&-3 | -9&-7
1 | 11 | -6 | Cc1ccc(-n2c(C)cc(C(=O)OCC(=O)N3CCOCC3)c2C)cc1 | -13 | i | 0 | 5 | -2.2 | -12 | -6
-2 | 0 | 0 | CCc1cn(S(=O)(=O)c2ccccc2OC)nc1N | -2 | i | -2 | 1 | -0.3 | -11 | -4
0 | 8 | 6 | N#Cc1cnn2c(=O)[nH]cnc12 | -10 | i | 1 | -7 | -0.1 | . | 5
3 | -3 | 0 | CN(C)c1ccc(/C=N/NC(=O)c2ccccc2O)o1 | -11 | i | 4 | -5 | -2.3 | -3 | 20
1 | 0 | -19 | COC(=O)c1ccccc1NC(=O)N1CCN(c2ccccc2F)CC1 | 9 | i | 0 | 5 | 1.2 | -7 | 1
3 | -10 | 11 | Nc1nc(SCC(=O)NCC2CCCO2)[nH]c(=O)c1NC(=O)c1ccco1 (stereo not drawn) | 6 | i | 3 | 7 | 9.4 | 26 | 16
-8 | -19 | -4 | c1ccc(Oc2nc(N3CCOCC3)nc(N3CCOCC3)n2)cc1 | 2 | i | -3 | -3 | -0.8 | 5 | 1
4 | 1 | -2 | CCNC(=S)Nc1cc(C)ccn1 | 2 | i | 0 | 1 | -1.9 | 1 | 1
-7 | 14 | -1 | N#Cc1cnc(N)c(Br)c1 | 12 | i | -4 | -6 | -0.1 | 6 | 1
-6 | 9 | -7 | CC(C)=CCC/C(C)=C/CNC(=O)CC1C[C@H](C(=O)N2CCOCC2)[C@@]2(C)c3[nH]c4ccccc4c3CCN2C1=O (stereo partly drawn) | 13 | i | 4 | -10 | 0.7 | -20 | 3
-4 | 4 | 3 | CC(C)(C)/C(O)=C/c1nc2ccccc2[nH]c1=O | 4 | i | -5 | 1 | -0.2 | -8 | -6
4 | -4 | 8 | O=[N+]([O-])c1ccc(Nc2ccccn2)c([N+](=O)[O-])c1 | 6 | i | 2 | . | 0.8 | 14 | -26
-8 | -12 | 8 | CN(Cc1ccccc1)S(=O)(=O)c1ccc(Cl)c(C(=O)N2CCC2)c1 | -16 | i | -3 | 2 | -0.6 | 3 | -3
0 | 25 | -9 | CCN(C[C@H]1N[C@@](Cc2ccccc2)(C(=O)OC)[C@H]2C(=O)N(Cc3ccccc3)C(=O)[C@@H]12)S(=O)(=O)c1ccc(OC)cc1 | 26* | i | 0 | -2 | 3.4 | -20 | 9
10 | -1 | -7 | CCCc1[nH]nc2c1C(c1ccc(OCCN3CCOCC3)c(OC)c1)C(C#N)=C(N)O2 (stereo not drawn) | -17 | i | 2 | -7 | -0.3 | -5 | -4
7 | 7 | -2 | C[C@H](CO)N1C[C@H](C)[C@@H](CN(C)C(=O)NC2CCCCC2)Oc2ccc(NC(=O)NC3CCCCC3)cc2C1=O | 2 | i | 2 | 2 | 0.1 | -3 | 2

Additional compounds:
NadD block | SKN-1 inh | DNMT1 inh | compound | NRP1-CendR mod | Rpn11 inh | STEP inh | MT1-MMP act inh | LMPTP block | Scp-1 inhibitor | SUMO1-SIM PPI
-5 | -32 | 5 | COc1ccc(CNS(=O)(=O)c2ccc(OC)cc2)cc1 | 8 | i | -1 | 7 | -2.3 | 2 | 1
-9 | 19 | 1 | CCOC(=O)C(Cc1ccccc1)(Cc1ccccc1)C(C)=O | 9 | i | 1 | -2 | -0.2 | -18 | 0
. | 4 | . | CCCc1c(-c2ccc(Cl)cc2)ncn1Cc1cccc(-c2ccccc2)c1 | 12 | . | . | 3 | 9.0 | . | -2
1 | 9 | -7 | Cc1ccc(S(=O)(=O)N2CCC(C(=O)Nc3ncccc3O)CC2)cc1 | 13 | i | 0 | -3 | -0.5 | 19 | 0
7 | -2 | 6 | O=C(COC(=O)c1ccc(Br)cc1)Nc1ccccc1Br | 15 | i | 0 | 9 | 0.5 | -3 | -3
4 | 13 | -7 | COc1ccc(C(=O)Nc2cc3c4c(c2)CC(=O)N4CCC3)c(OC)c1 | -5 | i | 2 | -8 | 0.1 | -5 | 6
-2 | 5 | -15 | NC(=O)NC(=O)COC(=O)c1ccc(Cl)c(S(=O)(=O)N(Cc2ccccc2)c2ccc(Cl)cc2)c1 | -4 | i | 9 | 5 | 1.8 | -8 | 26
-3 | -3 | -6 | COCCN1C(=O)c2ccccc2C1c1nc2ccccc2[nH]1 (stereo not drawn) | 3 | i | -2 | 4 | -1.3 | . | 1
-4 | 15 | -1 | Cc1nn(CC(=O)Nc2ccc(S(N)(=O)=O)cc2)c(=O)c2ccccc12 | -9 | i | -2 | -1 | -0.7 | -12 | 2
5 | 14 | -16 | COc1ccc(C2=CSC(/N=C/c3ccc(F)cc3)=NN2)cc1 | -1 | i | 1 | 4 | 1.6 | 2 | 17
3 | -3 | 5 | CC(C)(C)S(=O)N1Cc2cn(Cc3ccccc3)c(=O)cc2[C@H]1CCO (stereo partly drawn) | 0 | i | -3 | 1 | -2.1 | 0 | 0
10 | 18 | -7 | O=C1[C@@H]2[C@@H]3C[C@@H]([C@H]4ON=C(c5ccc(OCc6ccccc6)cc5)[C@@H]34)[C@@H]2C(=O)N1c1ccc2c(c1)OCO2 | 1 | i | 0 | -1 | 1.0 | -7 | 4
-1 | 15 | 5 | COc1ccc(OC)c(NC(=O)Nc2nnc(COCCO)s2)c1 | 5 | i | 0 | -1 | -0.5 | . | 2
7 | 10 | 0 | Cn1c(SCC(=O)N2CCN(S(=O)(=O)c3ccc(Cl)cc3)CC2)nc2ccccc21 | 6 | i | -1 | 5 | 0.1 | -11 | -7
-2 | 13 | -3 | Cc1ccc2cc(CN(CCCN3CCOCC3)C(c3nnnn3Cc3ccco3)C(C)C)c(=O)[nH]c2c1C (stereo not drawn) | -14 | i | -2 | -12 | 0.5 | -8 | -5
3 | -3 | -3 | CC(=O)Nc1ccc(NC(=O)c2cccc(-c3cc4ccccc4oc3=O)c2)cc1 | 2 | i | 6 | 2 | -0.9 | -14 | 1
1 | -1 | -5 | Cc1ccc(C(c2nnnn2Cc2ccccc2)N2CCN(Cc3ccccc3)CC2)cc1 (stereo not drawn) | 4 | i | -8 | -15 | 0.2 | 5 | 3
1 | -3 | -1 | O=C(OCC(=O)N(C1CCCCC1)C1CCCCC1)c1ccncc1 | 1 | i | 0 | -12 | 1.8 | -12 | -1
1 | 8 | 11 | Cc1ccc(OCCCC(=O)N2CCN(S(=O)(=O)c3cccc(F)c3)CC2)cc1 | 6 | i | 0 | -3 | 0.4 | -5 | -5
46* | -8 | -11 | COc1cccc(OCc2cc(/C=N/NC(=O)c3nc(Cl)c(Cl)c(N)c3Cl)ccc2OC)c1 | -8 | i | -2 | 5 | 4.9 | -13 | 5

The list goes on:
NadD block | SKN-1 inh | DNMT1 inh | compound | NRP1-CendR mod | Rpn11 inh | STEP inh | MT1-MMP act inh | LMPTP block | Scp-1 inhibitor | SUMO1-SIM PPI
7 | 14 | -5 | Cc1c(CN2CCCCC2)c(O)n(CCCO)c(=O)c1C#N | -19 | i | 2 | -11 | -1.8 | -4 | -1
5 | 27 | 3 | CCCc1cc(=O)oc2cc(OCC(=O)NCCCN3CCCC3=O)ccc12 | 6 | i | -3 | 2 | -1.8 | -3 | 3
2 | 6 | 10 | NC(=O)CC(NC(=O)Cc1ccc(Br)cc1)c1ccc(N2CCN(c3ccc(F)cc3)CC2)c([N+](=O)[O-])c1 (stereo not drawn) | 8 | i | -3 | 6 | 0.5 | -8 | -2
8 | 0 | 1 | CCCc1cc(=O)n2[nH]c(C)c(-c3ccc(Cl)cc3)c2n1 | 6 | i | -1 | 0 | 0.4 | -7 | -12
0 | -3 | 8 | COc1cc(CNC(C)(C)CO)ccc1OCC(=O)NC(C)(C)C | 16 | i | -2 | 5 | -2.2 | -2 | -1

Copied from the listing (9 entries):
NadD block | SKN-1 inh | DNMT1 inh | compound | NRP1-CendR mod | Rpn11 inh | STEP inh | MT1-MMP act inh | LMPTP block | Scp-1 inhibitor | SUMO1-SIM PPI
1 | -1 | -5 | Cc1ccc(C(c2nnnn2Cc2ccccc2)N2CCN(Cc3ccccc3)CC2)cc1 (stereo not drawn) | 4 | i | -8 | -15 | 0.2 | 5 | 3
1 | -3 | -1 | O=C(OCC(=O)N(C1CCCCC1)C1CCCCC1)c1ccncc1 | 1 | i | 0 | -12 | 1.8 | -12 | -1
1 | 8 | 11 | Cc1ccc(OCCCC(=O)N2CCN(S(=O)(=O)c3cccc(F)c3)CC2)cc1 | 6 | i | 0 | -3 | 0.4 | -5 | -5
46* | -8 | -11 | COc1cccc(OCc2cc(/C=N/NC(=O)c3nc(Cl)c(Cl)c(N)c3Cl)ccc2OC)c1 | -8 | i | -2 | 5 | 4.9 | -13 | 5
7 | 14 | -5 | Cc1c(CN2CCCCC2)c(O)n(CCCO)c(=O)c1C#N | -19 | i | 2 | -11 | -1.8 | -4 | -1
5 | 27 | 3 | CCCc1cc(=O)oc2cc(OCC(=O)NCCCN3CCCC3=O)ccc12 | 6 | i | -3 | 2 | -1.8 | -3 | 3
2 | 6 | 10 | NC(=O)CC(NC(=O)Cc1ccc(Br)cc1)c1ccc(N2CCN(c3ccc(F)cc3)CC2)c([N+](=O)[O-])c1 (stereo not drawn) | 8 | i | -3 | 6 | 0.5 | -8 | -2
8 | 0 | 1 | CCCc1cc(=O)n2[nH]c(C)c(-c3ccc(Cl)cc3)c2n1 | 6 | i | -1 | 0 | 0.4 | -7 | -12
0 | -3 | 8 | COc1cc(CNC(C)(C)CO)ccc1OCC(=O)NC(C)(C)C | 16 | i | -2 | 5 | -2.2 | -2 | -1

Outcome played no part in choosing rows; 3.9% or so of the library scored in one or more.
